# Bioassay records as filed in PubChem.
# ERK AVP block – inhibitors of vasopressin-stimulated ERK signaling pathway | HEK293-V1b, vasopressin-stimulated pERK AlphaScreen | AID 995 | Potency, µM (doses to about 57.5 µM), inactives show top-dose activity, negative = inhibition, actives largely listed as inhibitors | 0.99% of 72,000 active; note: potency is the fitted concentration of half-maximal effect; % is set by controls: 0 for no effect and ±100 for the full control effect; nearly all actives have a fitted effect of over 55% in size
#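 V1b-HEK293 cells; cpd 30 min 37C; 25 nM vasopressin 5 min; lyse 10 min; AlphaScreen beads 5 hr RT. Normalized to DMSO basal and 25 nM vasopressin; AC50 by Hill fit.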
# Fluorescein fluor – compound autofluorescence in fluorescein spectral region; Compound autofluorescence, 480/540 nm, fluorescein-equivalent; stronger effect = higher value; max fluorescein-equivalent concentration, M; 0.91% of 59,000 active; AID 593; in the data active = max fluorescein-equivalent concentration above about 10 nM; inconclusive = between about 1.1 nM and that limit
#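 Values reflect compound autofluorescence, normalized to fluorescein on the same plate and reported at each tested concentration. Conditions: 100 mM Tris pH 8.0, room temperature, 15 min, excitation 480 nm, emission 540 nm.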
# Luciferase inh – firefly luciferase inhibition | 2.2% of 72,000 active | AID 411 | Potency, µM (highest dose often 57.1 µM), for inactives: top-dose activity change, negative = inhibition, hits mostly inhibitors | purified firefly luciferase, luminescence, 8 min | P08659; note: potency is the fitted concentration of half-maximal effect; % is set by controls: 0 for no effect and ±100 for the full control effect; nearly all actives have a fitted effect of over 40% in size
# Target sequence (P08659 whole entry, looked up): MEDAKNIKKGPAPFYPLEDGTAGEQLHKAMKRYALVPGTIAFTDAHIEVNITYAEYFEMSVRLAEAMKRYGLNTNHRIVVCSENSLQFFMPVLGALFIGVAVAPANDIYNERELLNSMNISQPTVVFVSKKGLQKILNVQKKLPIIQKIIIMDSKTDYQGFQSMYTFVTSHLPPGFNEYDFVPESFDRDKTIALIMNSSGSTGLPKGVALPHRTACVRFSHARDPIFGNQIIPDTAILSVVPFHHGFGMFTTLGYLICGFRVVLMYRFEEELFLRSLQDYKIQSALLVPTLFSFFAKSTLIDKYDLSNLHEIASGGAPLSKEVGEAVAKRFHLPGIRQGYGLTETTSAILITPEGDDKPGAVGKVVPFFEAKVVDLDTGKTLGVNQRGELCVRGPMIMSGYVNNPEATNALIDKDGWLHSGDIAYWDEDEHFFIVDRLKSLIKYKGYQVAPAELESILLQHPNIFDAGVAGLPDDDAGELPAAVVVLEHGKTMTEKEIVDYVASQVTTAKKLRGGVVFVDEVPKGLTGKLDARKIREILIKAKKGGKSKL
#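 Here, luciferase activity is measured as luminescence following an 8 min room-temperature reaction at 10 uM ATP, pH 7.2. Every library sample is titrated.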
# HADH2 inh – blocks human hydroxyacyl-CoA dehydrogenase type II. Q99714. recombinant HADH2, NADH fluorescence, beta-hydroxybutyryl-CoA. Potency, µM (top dose mostly 57.1 µM), inactives show top-dose activity change, negative = inhibition, hits mostly inhibitors. 3.4% of 73,000 active. AID 886; note: potency is the fitted concentration of half-maximal effect; % is set by controls: 0 for no effect and ±100 for the full control effect; nearly all actives have a fitted effect of over 60% in size; many of its hits are not listed in these tables
# Target sequence (Q99714 whole entry, looked up, one chain of several): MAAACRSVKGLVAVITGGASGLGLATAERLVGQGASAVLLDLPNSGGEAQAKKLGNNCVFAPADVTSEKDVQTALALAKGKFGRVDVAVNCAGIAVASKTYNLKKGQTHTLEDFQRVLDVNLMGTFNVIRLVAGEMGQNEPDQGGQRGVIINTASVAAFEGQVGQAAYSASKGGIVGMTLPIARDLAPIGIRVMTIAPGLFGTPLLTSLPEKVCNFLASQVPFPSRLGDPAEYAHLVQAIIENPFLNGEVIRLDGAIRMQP
#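 His-tagged recombinant enzyme from E. coli, 20 nM, preincubated 15 min RT with compound; reaction started with 1 mM NAD+ and 90 uM beta-hydroxybutyryl-CoA in 100 mM Tris-HCl pH 9.0. NADH fluorescence (ex 360/em 450) read over 4 min; last-minus-first difference.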
# Casp1 inh – blocks human caspase-1 allosterically or competitively | 0.03% of 75,000 active | Potency, µM (highest dose often 57.5 µM), inactives show at the top dose activity change, negative = inhibition, actives largely listed as inhibitors | Caspase-1 enzyme, Ac-WEHD-AFC fluorogenic rate | P29466;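 note: potency is the fitted concentration of half-maximal effect; plate controls were vehicle for no effect and no substrate for full effect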
# Target sequence (P29466 120-297 limits assumed): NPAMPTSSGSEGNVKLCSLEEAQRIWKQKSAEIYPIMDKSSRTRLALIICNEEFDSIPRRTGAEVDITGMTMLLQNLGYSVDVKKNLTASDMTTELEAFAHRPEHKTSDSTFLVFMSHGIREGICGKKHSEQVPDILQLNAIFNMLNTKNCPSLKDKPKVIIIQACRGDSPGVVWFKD
# Target sequence (P29466 317-404 limits assumed): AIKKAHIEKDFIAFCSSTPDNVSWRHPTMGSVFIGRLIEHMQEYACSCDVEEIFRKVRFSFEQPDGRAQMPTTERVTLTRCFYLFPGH
# Texas Red fluor – compounds fluorescent in Texas Red spectral region; 0.06% of 59,000 active; Compound fluorescence, Texas Red channel, 547/618 nm; stronger effect = higher value; AID 587; max dye-equivalent concentration, M; in the data active = max dye-equivalent concentration above about 10 nM; inconclusive = between about 1.1 nM and that limit
#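 qHTS profiling of intrinsic compound fluorescence; 100 mM Tris pH 8.0; 15 min RT; ex 547 / em 618 nm; response expressed as Texas Red dye-equivalent concentration from six-point plate standard.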
# USP2a inhib – inhibitors of human ubiquitin-specific protease USP2a; 0.1% of 60,000 active; O75604; USP2a enzymatic assay, qHTS inhibition; Potency, µM (doses to about 38.3 µM), inactives show at the highest dose activity change, negative = inhibition, usual class: inhibitors;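 note: potency is the fitted concentration of half-maximal effect; nearly all actives have a fitted effect of over 60% in size; plate controls were DMSO for no effect and NEM full inhibition control for full effect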
#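 USP2 core (20 nM final) was preincubated with compound for 30 min at RT in 20 mM Tris-HCl pH 8.0, 2 mM CaCl2, 2 mM beta-mercaptoethanol; Ub-PLA2 (20 nM) plus NBD C6-HPC (20 uM) then added, fluorescence read after 2.5 h.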
# Tau fil binding – binders of human tau filaments | P10636 | recombinant tau filaments, thioflavin S fluorescence, 15 h; filaments grown with octadecylsulfate alongside compound | Potency, µM (series often up to 57.1 µM), for the others: at the highest dose activity change, negative = inhibition | 2% of 71,000 active | AID 596;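 note: potency is the fitted concentration of half-maximal effect; % is set by controls: 0 for no effect and ±100 for the full control effect; actives lower thioflavin S fluorescence by blocking filaments or displacing dye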
#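 Recombinant tau protein (human, 1 uM final) plus 30 uM ODS in HEPES pH 7.4 with NaCl, DTT and thioflavine S. Compound present from the start; fluorescence at 510 nm after 15 h, 37 C.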
# HEK293 cAMP cs – raises cAMP in parental HEK293 cells, TSHR agonist counter-screen. parental HEK293 CNG cAMP sensor, membrane potential fluorescence. Potency, µM (top dose mostly 57.1 µM), inactives show top-dose activation, hits mostly activators. 2.5% of 73,000 active; note: potency is the fitted concentration of half-maximal effect; % of control where 0% means no effect; nearly all actives have a fitted effect of over 55% in size
#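 Counterscreen for endogenous-receptor signalling: CNG-channel HEK 293 cells report cAMP rise by membrane depolarization. After 60 min dye equilibration with 100 uM RO 20-1724, compounds incubated 30 min before bottom-read fluorescence at 590 nm.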
# Caspase-7 inhib – blocks human caspase-7 allosterically or competitively; P55210; recombinant caspase-7, Ac-DEVD-AFC fluorescence rate; Potency, µM (top dose mostly 57.5 µM), without a hit: at the top dose activity change, negative = inhibition, usual class: inhibitors; 0.02% of 75,000 active; active = well fitted inhibition curve with a large enough effect in the main read-out, with a control signal flat, not every such curve was filed as active; inconclusive = small, poorly fitted or top-dose-only effect, or a change in a side signal; note: potency is the fitted concentration of half-maximal effect; % of control where 0% means no effect
# Rhodamine fluor – compound autofluorescence in rhodamine spectral region; AID 594; max dye-equivalent concentration, M; 0.05% of 59,000 active; Rhodamine-region fluorescence, 547/598 nm, Tris buffer; stronger effect = higher value; in the data active = max dye-equivalent concentration above about 11 nM; inconclusive = between about 1.1 nM and that limit
#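 qHTS spectral profiling of compounds without any target or enzyme present, in pH 8.0 Tris buffer; plates were read after a 15-minute room-temperature incubation using the rhodamine-region filter set.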
# * hit, by the source's call; i = inactive; ? = inconclusive; nt = not tested or not shown; [ ] = another dose, or the depositor's remark. Unless noted, calls come from the whole dose curve; as a rule, active = well fitted curve in the direction sought with a large enough effect; inconclusive = small, poorly fitted or top-dose-only effect, or another doubt; inactive = no such curve, though single readings can be large; an effect the other way counts as inactive or inconclusive. Not all compounds are listed, so the mix of outcomes need not match the whole.
nr	mol	HEK293 cAMP cs	Tau fil binding	Texas Red fluor	HADH2 inh	Fluorescein fluor	Caspase-7 inhib	Rhodamine fluor	USP2a inhib	Luciferase inh	Casp1 inh	ERK AVP block
1	CO[C@H]1COC(=O)[C@H](C)COC(=O)C/C=C\[C@@H](C)[C@H](OC)COC(=O)C/C=C\[C@@H]1C	7.1%[11.4 µM]	nt	nt	-7.3%[11.4 µM]	nt	0.3%[11.5 µM]	nt	nt	2.0%[11.4 µM]	-4.1%[11.5 µM]	5.4%[11.5 µM]
2	COc1cc2[nH]c(=S)n(CCN3CCCCC3C)c(=O)c2cc1OC (configuration not stated)	20.2%	27.7%	?	-9.3%	i	-0.9%	i	9.9%	-0.9%	0.4%	2.3%
3	O=C(CCN(CCO)Cc1ccccc1)Nc1ccc(Br)cc1	?	?	i	5.9%	i	-1.0%	i	11.6%	-3.3%	-1.9%	-3.9%
4	CC(C)Cn1cnc2c(SCc3ccc(Cl)cc3Cl)nc(N)nc21	10.3%[11.4 µM]	-14.6%[11.4 µM]	i	11.4%[11.4 µM]	i	-0.1%[11.5 µM]	i	nt	-27.8%[11.4 µM]	-2.3%[11.5 µM]	12.4%[11.5 µM]
5	O=C(Nc1ccc(Br)cc1)C1CCCN1S(=O)(=O)c1cccs1 (configuration not stated)	?	8.0%	i	-3.3%	i	2.5%	i	8.0%	2.8%	-4.8%	2.9%
6	CCNC(=O)CSc1nc2cc(OC)c(OC)cc2c(=O)n1CCC1=CCCCC1	5.8%	1.4%	?	-19.4%	i	0.1%	i	13.2%	-1.5%	0.6%	6.4%
7	CCOC(=O)C1CCCN(Cc2nc(N)nc(Nc3ccc(OC)cc3)n2)C1 (configuration not stated)	8.4%	-8.1%	?	8.7%	i	2.2%	i	7.0%	2.2%	-2.0%	-5.6%
8	CCCS(=O)(=O)N1CCCC(C(=O)NCCCOC(C)C)C1 (configuration not stated)	9.7%	2.1%	i	4.5%	i	4.5%	i	1.4%	1.7%	-0.6%	-0.3%
9	CCCCCCN(C(=O)CCCCCN1C(=O)NC(c2ccccc2-c2ccccc2)C(C(=O)OCc2ccccc2)=C1C)C(C(=O)NCCCC)c1ccc(OCC(=O)OC)c(C(=O)OC)c1 (configuration not stated)	?	41.3%	nt	25.7%	nt	0.8%	nt	nt	nt	-1.0%	6.0%
10	CCSc1nnc([C@@H]2CCCN2C(=O)OC(C)(C)C)o1	4.3%	-11.4%	i	10.2%	i	0.0%	i	0.8%	3.5%	-1.1%	-6.0%
11	CC(=O)N1CCC2(CCCN(Cc3ccc(C#N)cc3)C2)CC1	5.5%	47.8%	i	1.4%	i	-2.0%	i	15.6%	0.1%[11.4 µM]	-2.4%	-5.6%
12	Fc1cccc(Cl)c1-c1nnc2ccc(N3CCOCC3)nn12	8.2%	-4.2%	i	9.2%	i	0.7%	i	-3.0%	1.9%	0.2%	-27.0%
13	O=C(NCC1CC1)C1CCCN(S(=O)(=O)c2ccc(-n3cnnn3)cc2)C1 (configuration not stated)	2.1%	-8.2%	i	8.1%	i	-2.1%	i	21.9%	2.2%	-1.3%	-0.5%
14	C=CCSc1nnc(NC(=O)CSc2nnc(C)s2)s1	2.7%	3.8%	i	8.9%	i	-0.7%	i	8.6%	-1.0%	-1.4%	-5.4%
15	CC(C)Oc1ccc(C2c3c(oc4ccccc4c3=O)C(=O)N2CCCN2CCOCC2)cc1 (configuration not stated)	11.8%	15.8µM*	i	-15.1%	i	-1.5%	i	26.4%	1.4%	-1.8%	-12.9%
16	CCOc1ccc(C2CC(c3cccc(Cl)c3)n3nc(N)nc3N2)cc1 (configuration not stated)	10.6%	-4.2%	nt	2.9%	nt	-2.4%	nt	nt	0.6%	-0.2%	7.4%
17	N#Cc1cccc(NC(=O)N2CCCC3(CCN(S(=O)(=O)c4ccccc4)CC3)C2)c1	-1.0%	201.8%	i	0.3%	i	1.3%	i	127.0%[activator]	1.1%[11.4 µM]	-3.8%	-7.4%
18	C/C=C/c1ccc(O)c(OC)c1	10.6%	0.0%	nt	-13.4%	nt	-0.2%	nt	nt	nt	-2.2%	15.2%
19	O=C(NCc1cccnc1)c1ccc(Cl)c(Cl)c1	3.0%	-5.4%	?	10.4%	i	1.4%	i	0.8%	-3.6%	-0.9%	3.2%
20	CCOC(=O)Cn1c(=O)oc2cc(S(=O)(=O)Nc3ccc(N(CC)CC)cc3C)ccc21	-11.5%	?	nt	-27.6%	nt	-2.4%	nt	nt	-0.9%	-4.9%	nt
21	Clc1cc(NCc2cccs2)ccc1N1CCOCC1	22.1%	?	nt	9.1%	nt	-1.1%	nt	-3.9%	-15.9%	-0.2%	-20.5%
22	CCN=C(NCC)SC1CC(=O)N(c2cccc(OC)c2)C1=O (configuration not stated)	-5.9%	-8.7%	nt	-4.9%	nt	0.1%	nt	6.2%	-0.3%	-2.0%	7.4%
23	COc1cc2c(cc1OC)C1=C(C#N)CN(CC(=O)O)CN1CC2	5.3%	6.2%	nt	-20.5%	nt	-11.5%	nt	nt	-4.7%	-5.4%	-25.8%
24	O=C(COc1ccc(Br)cc1CO)Nc1ccc(F)cc1	-1.1%	-0.9%	i	?	i	-0.4%	i	0.9%	-1.7%	-2.0%	39.8µM*
25	COc1ccc(CCNC(=O)C2CCN(c3nn4c(=O)cc(C)nc4s3)CC2)cc1OC	3.5%	-11.0%	i	0.6%	i	-2.8%	i	18.4%	0.3%	1.6%	4.6%
26	CSc1nc2ccc(S(=O)(=O)N3CCOCC3)cc2s1	2.3%	1.8%	?	-1.4%	?	0.7%	i	-2.0%	-0.1%	-4.5%	4.4%
27	Cc1ccc(-c2noc(-c3ccccc3C(=O)N3CCCC3)n2)cc1	23.3%	-4.6%	i	2.6%	i	1.3%	i	18.5%	-23.7%	-2.0%	-7.1%
28	Cc1c(C(=O)O)sc2ncnc(N3CCCCC3C)c12 (configuration not stated)	2.2%	0.4%	i	-1.5%	i	1.4%	i	?	-0.6%	1.6%	5.5%
29	Cc1cc(NC(=O)CSc2ccc3nnc(-c4ccc(F)cc4)n3n2)no1	-4.9%	5.9%	i	-13.2%	i	-0.8%	i	0.7%	-2.2%	-8.6%	7.7%
30	COc1cc2nc3c(c([Si](C)(C)C(C)(C)C)c2cc1OC)Cn1c-3cccc1=O	19.8%	-15.3%	nt	260.0%[activator]	nt	-0.3%	nt	nt	nt	2.2%	-17.0%
31	CCCCN(C)CCNC(=O)Cn1c(=O)sc2ccccc21	4.6%	-0.6%	nt	4.1%	nt	0.3%	nt	nt	1.5%	1.8%	nt
32	O=C(c1cccc(C(=O)N2CCN(c3ccc(F)cc3)CC2)c1)N1CCN(c2ccc(F)cc2)CC1	?	33.3%[11.4 µM]	nt	-1.4%[11.4 µM]	nt	-1.7%	nt	11.9%[7.66 µM]	0.7%	-1.1%	?
33	O=C(NCC1CCCO1)C1CCN(S(=O)(=O)Cc2ccccc2)CC1 (configuration not stated)	4.6%	-1.2%	?	-3.6%	?	7.2%	i	-7.5%	-32.3%	0.0%	5.7%
34	COc1ccc2cc(S(=O)(=O)N3CCN(C)CC3)ccc2c1	?	13.4%	i	-13.3%	i	-0.9%	i	5.4%	1.1%	-0.9%	-8.7%
35	O=C(NC1CCCCC1)N(Cc1ccc(F)cc1)Cc1nc2ccccc2c(=O)[nH]1	?	40.7%	?	10.7%	i	-3.0%	i	19.8%	2.2%	2.1%	-16.0%
36	COc1cccc(C2=NOC(C(=O)Nc3cccc(C(C)=O)c3)C2)c1 (configuration not stated)	11.1%	8.8%	i	3.2%	i	-0.1%	i	2.6%	0.2%	1.0%	5.7%
37	O=C(NCCCN1CCCCCC1)[C@@H](c1ccccc1)C1CCCCC1	15.8µM*	?	nt	-0.5%	nt	0.6%	nt	nt	2.9%	2.7%	18.8%
38	O=C(CSCc1ccc(F)cc1)NC1CCCC1	6.2%	-2.5%	i	0.8%	i	1.2%	i	7.8%	0.7%	2.9%	10.5%
39	CN(C)C(=O)c1ccc(-c2ccc3ncnc(N(C)Cc4ccco4)c3c2)cc1	26.9%	0.4%	i	2.2%	i	-5.0%	i	46.9%[activator]	-0.5%[2.29 µM]	-3.4%	?
40	O=[N+]([O-])c1ccc(CCO)cc1	-14.2%	-2.8%	nt	3.2%	nt	0.7%	nt	nt	nt	-3.8%	-3.1%
41	CCS(=O)(=O)c1nc2ccccc2n1Cc1ccccc1Cl	?	-2.5%	nt	-1.4%	nt	-1.2%	nt	nt	1.5%	3.1%	-2.5%
42	COc1ccccc1Nc1nc(N)nc(CSCCO)n1	-32.0%[inhibitor]	-3.7%	i	-0.1%	i	-0.9%	i	33.3%[activator]	-21.6%	-0.4%	-2.9%
43	CCOC(=O)Cn1c2c(c(=N)c3c1CCC3)CCC2	-5.1%	-4.2%	i	5.0%	i	0.4%	i	1.8%	0.1%	0.9%	-4.5%
